High-throughput results deposited in PubChem BioAssay by National Center for Advancing Translational Sciences (NCATS).
ERK EGF inh – blocks ERK signaling stimulated by EGF; HEK293-V1b, EGF-stimulated phospho-ERK AlphaScreen; Potency, µM (top dose mostly 11.5 µM), without a hit: top-dose activity change, negative = inhibition, actives largely listed as inhibitors; 130,000 tested, 0.41% active; active = well fitted inhibition curve with a large enough effect; inconclusive = small, poorly fitted or top-dose-only effect, or effect the other way;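 also: plate controls were stimulated vehicle wells for no effect and unstimulated vehicle basal for full effect; nearly all actives have a fitted effect of over 55% in size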
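Stably V1b-transfected HEK293 cells; 30 min compound, then EGF 25 nM final for 5 min at 37C; 10 min lysis; phospho-ERK by AlphaScreen after 5 hr beads at room temperature.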
Starred values were filed as active, the others as inactive; ? = inconclusive; & = joins results of further samples; ! = not active in a repeat; [ ] = another dose, or the depositor's remark. Potency is read from the fitted curve at half-maximal effect. A portion of the library; count on the stated rates, not on these rows.

SMILES | ERK EGF inh
Cc1ccc(/C=C2\C(=O)NC(=S)N(c3ccc(F)cc3)C2=O)s1 | 5%
Clc1ccc(C(c2ccccc2)c2ncc[nH]2)cc1 (configuration not stated) | -1%
COc1ccc2cc(C(=O)C3CCCN(C4CCOCC4)C3)ccc2c1 (configuration not stated) | 2%
C=C1C2CCC3[C@@](CC[C@@H]4C(C(=O)O)CC(OC5OC(CO)C(OS(=O)(=O)O)C(OS(=O)(=O)O)C5OC(=O)CC(C)C)C[C@]34C)(C2)C1O (some centres not stated) | -1%
CC(C)CC(N)C1(c2ccc(Cl)cc2)CCC1 (configuration not stated) | -12%
C/C(=N\N1CCN(C)CC1)c1c(O)n(Cc2ccccc2)c(=O)[nH]c1=O | 1%
C=CCC1(C(C)CCC)C(=O)N=C(S)NC1=O (configuration not stated) | 6%
C=C(C)[C@H]1[C@H]2OC(=O)[C@@H]1[C@]1(O)C[C@H]3O[C@]34C(=O)O[C@H]2[C@@]14C | -7%[25.7 µM]
Cc1nc2ccc(Cl)cc2c(-c2ccccc2)c1C(=O)O | -6%
CCOC(=O)C1CCN(/C=C2/C(=O)NC(=O)N(c3cccc(C)c3C)C2=O)CC1 | 0%
NC(=O)c1cn(C2OC(CO)C(O)C2O)c2ncnc(N)c12 (configuration not stated) | -2%
CCN(CC)C(=O)c1ccc(NC(=O)CCCSc2ccccc2)cc1 | 0%
COc1cc(OC)c2c(c1)OC(c1ccc(OC)c(OC)c1)C(O)C2 (configuration not stated) | 14%
COC(=O)C12CC3=C[C@H](CC3=O)Cc3ccccc3[C@@H]1CNC2=O (some centres not stated) | -2%&-18%
COc1ccc(O)c(C(C)(C)C)c1 | 1%
Cn1cccc1/C=C1/C(=O)NC(=O)N(Cc2ccc(F)cc2)C1=O | 6%[57.5 µM]
CNc1ccc2oc(C[C@H]3O[C@]4(CC[C@H]3C)O[C@H]([C@H](C)C(=O)c3ccc[nH]3)[C@H](C)C[C@H]4C)nc2c1C(=O)O | -15%
O=C1NC(=O)C(=Cc2ccc3c(c2)OCO3)C(=O)N1 | -8%
c1ccc(N2CC3(CCNCC3)C2)cc1 | 13%
CCN(CCO)c1ccc(N=Cc2c(O)n(C)c(=S)[nH]c2=O)cc1 | 9%[57.5 µM]
N#CC(C#N)=NNc1ccc(S(N)(=O)=O)cc1 | -1%[57.5 µM]
CC(=O)Nc1ccc([As](=O)(O)c2ccc([N+](=O)[O-])cc2)cc1 | -4%[57.5 µM]
Cc1ccc(OCC(=O)N2CCN(C3CCC(c4ccccc4)CC3)CC2)cc1 (configuration not stated) | -4%
O=c1[nH]c(=S)n(Cc2ccc(F)cc2)c(O)c1C=NCc1ccc2c(c1)OCO2 | 4%[57.5 µM]
O=C(COC(=O)c1ccc(O)cc1)Nc1ccc(Cl)cc1C(=O)c1ccccc1 | ?
COc1ccccc1C(=O)C1CCCN(Cc2cnc(C)s2)C1 (configuration not stated) | 2%
CCC12CN3CCN(CC(C3)/C1=N/NC(N)=O)C2 | 3%
CN1C2CCC1CC(OC(=O)c1cc(Cl)cc(Cl)c1)C2 (configuration not stated) | 7%
O=c1[nH]c(=S)n(C2CC2)c(O)c1/C=N/Nc1ccccc1 | -6%
CN1CCCC2(CCN(C(=O)c3ccco3)CC2)C1 | -2%
CCCCCCn1c(=O)c(C(=O)Nc2nnc(C)s2)c(O)c2ccccc21 | 5%
C=CCN1CC[C@]23c4c5ccc(O)c4O[C@@H]2/C(=N/N=C2\CC[C@@]4(O)C6Cc7ccc(O)c8c7[C@@]4(CCN6CC=C)[C@@H]2O8)CC[C@@]3(O)C1C5 | 16%
Cc1ccc(/C=C2/C(=O)NC(=O)N(CCc3ccc(F)cc3)C2=O)s1 | -2%
O=C(Oc1ccccc1)N1CCC[C@@]2(CCN(Cc3cc(C(F)(F)F)cc(C(F)(F)F)c3)C2)C1 | 13%
C=C1[C@@H]2CC[C@H]3[C@@]4(C)C[C@@H](O[C@@H]5O[C@H](CO)[C@H](OS(=O)(=O)O)[C@@H](OS(=O)(=O)O)[C@@H]5OC(=O)CC(C)C)C[C@@H](C(=O)O)[C@H]4CC[C@@]3(C2)[C@H]1O | -4%[25.7 µM]
Cc1ccsc1C(=O)C1CCCN(Cc2cc3ccccc3o2)C1 (configuration not stated) | ?
O=C(O)CCCc1ccc(N(CCCl)CCCl)cc1 | -13%
CCC(C)/C=C(C)/C=C/C1=CC2=C(Cl)C(=O)C(C)(OC(C)=O)C(=O)C2=CO1 (configuration not stated) | ?
C/C=C(\C)C(=O)OC1C(C)=C2C(C1OC(=O)CCCCC)C(C)(OC(C)=O)CC(OC(=O)CCC)C1(O)C2OC(=O)C1(C)O (configuration not stated) | ?
CC[C@]1(O)CC(O[C@@H]2CC(N(C)C)C(O)C(C)O2)c2c(cc3c(c2O)C(=O)c2c(O)ccc(O)c2C3=O)C1C(=O)OC (some centres not stated) | -1%
CNC(=S)N1CC2CC(C1)c1cccc(=O)n1C2 (configuration not stated) | -9%
CNc1ccc2oc(C[C@H]3O[C@@]4(CC[C@H]3C)O[C@H]([C@H](C)C(=O)c3ccc[nH]3)[C@H](C)C[C@H]4C)nc2c1C(=O)O | 14µM*!
CN1CC(CO)=C[C@H]2c3cccc4[nH]cc(c34)C[C@H]21 | 15%
Cc1nnc2ccc(-c3cccc(C(F)(F)F)c3)nn12 | 3%
COC(=O)C(O)(c1ccc(NC(=O)c2cccs2)cc1)C(F)(F)F (configuration not stated) | -2%[57.5 µM]
CC(=O)N1N=C2C3CCN(CC3)C2C1c1ccc(Br)cc1 (configuration not stated) | 3%[57.5 µM]
C=CCN1CCC2(C)c3cc(O)ccc3CC1C2C (configuration not stated) | 2%
c1ccc(C[C@@H](c2ccccc2)N2CCCCC2)cc1 | 24%
Nc1nnc(P(c2ccccc2)c2ccccc2)s1 | -3%[57.5 µM]
CN(C)C(=O)O/N=C(\N)COc1ccc(C(C)(C)C)cc1 | -5%[57.5 µM]
CN1C2c3ccccc3C3C4c5ccccc5C(C31)C(C2[N+](=O)[O-])N4C (configuration not stated) | ?
O=c1[nH]c(=S)n(-c2ccc(Cl)cc2)c(O)c1/C=N/N1CCOCC1 | 12%[57.5 µM]
CN1CCN(Cc2nnc3n2-c2ccc(Cl)cc2C(c2ccccc2)=NC3)CC1 | 14%
CCOc1ccc(-n2c(O)c(N=Nc3ccc([N+](=O)[O-])cc3)c(=O)[nH]c2=O)cc1 | -9%
N#Cc1cc2c(nc1SCC(=O)Nc1cc(Cl)ccc1Cl)C1CCN2CC1 | 4%
CCC(C)n1c(O)c(/C=N/NC(=O)c2ccncc2)c(=O)[nH]c1=S (configuration not stated) | 5%
N#Cc1c(Cl)c(Cl)c(Cl)c(C#N)c1Cl | 4µM*
CN1C2CCC1/C(=C/c1ccccn1)C(=O)/C2=C\c1ccccn1 | 14µM*
O=C(O)[C@H]1C[C@@H]1[C@H](NP(=O)(c1ccccc1)c1ccccc1)c1ccccc1 | 10%&-6%
CNC1C2CN3CCC(O2)C13 (configuration not stated) | 4%

An excerpt from above in order of number of heavy atoms, low to high.
SMILES | ERK EGF inh
CN1CC(CO)=C[C@H]2c3cccc4[nH]cc(c34)C[C@H]21 | 15%
CN1C2CCC1/C(=C/c1ccccn1)C(=O)/C2=C\c1ccccn1 | 14µM*
CN1CCN(Cc2nnc3n2-c2ccc(Cl)cc2C(c2ccccc2)=NC3)CC1 | 14%

(listing goes on)
SMILES | ERK EGF inh
CCOC(=O)[C@@]12C(=O)C(=O)N[C@]1(c1ccccc1)C1OCCCC12 (some centres not stated) | 9%
CN[C@@H](Cc1c[nH]c2ccccc12)C(=O)O | -13%
CCNC(=O)[C@H]1O[C@@H](n2cnc3c(N)ncnc32)[C@H](O)[C@H]1O | 6%
CC1=C2CCC3C4CCC(=O)[C@@]4(C)CCC3[C@]2(C)CCC1=O (some centres not stated) | 17%
c1cc(Cc2cnc[nH]2)ccn1 | 10%
CCOC(=O)c1c(C)n(Cc2ccccc2)c2ccc(O)cc12 | 2%
Cc1cccc2c1=NC(=O)/C(=C/c1c(O)[nH]c(=O)[nH]c1=O)C=2 | 11%
COC(=O)c1ccccc1OP(=O)(c1cccc([N+](=O)[O-])c1)c1cccc([N+](=O)[O-])c1 | -10%[57.5 µM]
CCOc1ccc(NC(=O)C2C3c4ccccc4C(c4ccccc43)C2C(=O)O)cc1 (configuration not stated) | -4%
CCCCC/C=C\C/C=C\CCCCCCCC(=O)NCCO | -6%&0%
Cc1ccc(OP(=O)(NC(C)c2ccccc2)Oc2ccc(C)cc2)cc1 (configuration not stated) | -13%
CCN(CC)c1ccc([N+](=O)[O-])c2cccnc12 | ?
C=CCn1c(O)c(C(C)=NCCCN(C)C)c(=O)[nH]c1=O | 2%[57.5 µM]
N#Cc1cccc(NC(=O)N2CCCC3(CCN(C(=O)Oc4ccccc4)CC3)C2)c1 | 6%
c1ccc(CCCCN2CCC(c3ccccc3)CC2)cc1 | 3%
COc1ccc2c(c1)c(CCN1CCOCC1)c(C)n2C(=O)c1cccc(Cl)c1Cl | 2%
COc1cccc(C(=O)C2CCCN(Cc3ccon3)C2)c1 (configuration not stated) | -5%
Cc1c(C(c2ccc(O)cc2)c2c(O)c3ccccc3oc2=O)c(=O)n(-c2ccccc2)n1C (configuration not stated) | 4%
Cc1ccsc1C(=O)C1CCCN(Cc2cnc(N)nc2)C1 (configuration not stated) | -1%[57.5 µM]
COP(=O)(OC)C(NC(=O)/C=C/c1ccccc1)C(Cl)(Cl)Cl (configuration not stated) | -4%[57.5 µM]
O=C(Cc1ccccc1)Oc1cccc(-n2cnnn2)c1 | -10%
CC(C)CNP(=S)(c1ccccc1)C(C)(C)C (configuration not stated) | -1%[57.5 µM]
Cc1ccc(-n2c(O)c(C=NCC3CCCO3)c(=O)[nH]c2=O)c(C)c1 (configuration not stated) | 1%[57.5 µM]
CN(C)c1ccc(/C=C2/C(=O)NC(=O)N(CCc3ccc(F)cc3)C2=O)cc1 | -2%
CN1CCN(c2cn[nH]c(=O)c2Cl)CC1 | -5%
COc1ccc(N2C(=O)/C(=C/C=C/c3ccccc3[N+](=O)[O-])C(=O)NC2=S)cc1 | 1%
Cn1cccc1/C=C1/C(=O)NC(=O)N(C(C)(C)C)C1=O | -12%[57.5 µM]
Clc1cncc(N2CCNCC2)n1 | 1%
Cc1cc(Cl)ccc1OCCCC(=O)NCc1cccs1 | -1%
NCCc1c[nH]c2ccccc12 | -4%&3%&-6%
Cc1ccccc1C(=O)NC(Oc1ccccc1)C(Cl)(Cl)Cl (configuration not stated) | -4%
CCN1C[C@@]2(COC)CC[C@H](OC)[C@]34[C@@H]1[C@]1(OCO[C@@]15C[C@@H](OC)C1C[C@H]3[C@H]5[C@@H]1OC)[C@H](O)[C@@H]24 | 3%[25.7 µM]
COc1ccc(C(=O)C2CCCN(Cc3ccon3)C2)cc1OC (configuration not stated) | 4%
Cc1c(N)c(C)c([N+](=O)[O-])c(C)c1[N+](=O)[O-] | -4%
O=C1N(c2cccc(Cl)c2)C(c2cccnc2)N2CCCN12 (configuration not stated) | -1%
CN(C)C(=O)Oc1ccc(Cl)c2cccnc12 | -1%
Cc1c(C=O)c2ccccc2n1Cc1cccc(F)c1 | 4%
CN(CC(=O)Nc1ccccc1-c1ccccc1)C1CCCCC1 | -3%
OC1/C(=C/c2ccc(F)cc2)N2CCC1CC2 (configuration not stated) | 6%
CC(=O)CC1CCCCN1 (configuration not stated) | 11%

Laid out differently: results already given
SMILES	ERK EGF inh
Cc1c(C(c2ccc(O)cc2)c2c(O)c3ccccc3oc2=O)c(=O)n(-c2ccccc2)n1C (configuration not stated)	4%
Cc1ccsc1C(=O)C1CCCN(Cc2cnc(N)nc2)C1 (configuration not stated)	-1%[57.5 µM]
COP(=O)(OC)C(NC(=O)/C=C/c1ccccc1)C(Cl)(Cl)Cl (configuration not stated)	-4%[57.5 µM]
O=C(Cc1ccccc1)Oc1cccc(-n2cnnn2)c1	-10%
CC(C)CNP(=S)(c1ccccc1)C(C)(C)C (configuration not stated)	-1%[57.5 µM]
Cc1ccc(-n2c(O)c(C=NCC3CCCO3)c(=O)[nH]c2=O)c(C)c1 (configuration not stated)	1%[57.5 µM]
CN(C)c1ccc(/C=C2/C(=O)NC(=O)N(CCc3ccc(F)cc3)C2=O)cc1	-2%
CN1CCN(c2cn[nH]c(=O)c2Cl)CC1	-5%
COc1ccc(N2C(=O)/C(=C/C=C/c3ccccc3[N+](=O)[O-])C(=O)NC2=S)cc1	1%
Cn1cccc1/C=C1/C(=O)NC(=O)N(C(C)(C)C)C1=O	-12%[57.5 µM]
Clc1cncc(N2CCNCC2)n1	1%
Cc1cc(Cl)ccc1OCCCC(=O)NCc1cccs1	-1%
NCCc1c[nH]c2ccccc12	-4%&3%&-6%
Cc1ccccc1C(=O)NC(Oc1ccccc1)C(Cl)(Cl)Cl (configuration not stated)	-4%
CCN1C[C@@]2(COC)CC[C@H](OC)[C@]34[C@@H]1[C@]1(OCO[C@@]15C[C@@H](OC)C1C[C@H]3[C@H]5[C@@H]1OC)[C@H](O)[C@@H]24	3%[25.7 µM]
COc1ccc(C(=O)C2CCCN(Cc3ccon3)C2)cc1OC (configuration not stated)	4%
Cc1c(N)c(C)c([N+](=O)[O-])c(C)c1[N+](=O)[O-]	-4%
O=C1N(c2cccc(Cl)c2)C(c2cccnc2)N2CCCN12 (configuration not stated)	-1%
CN(C)C(=O)Oc1ccc(Cl)c2cccnc12	-1%
Cc1c(C=O)c2ccccc2n1Cc1cccc(F)c1	4%
CN(CC(=O)Nc1ccccc1-c1ccccc1)C1CCCCC1	-3%
OC1/C(=C/c2ccc(F)cc2)N2CCC1CC2 (configuration not stated)	6%
CC(=O)CC1CCCCN1 (configuration not stated)	11%

Continuation.
SMILES | ERK EGF inh
NNC(=O)c1ccc(O)cc1 | -8%
Cc1ncc(CN2CC=C(c3ccccc3)CC2)c(N)n1 | 6%
CN1CCN(c2ccc(F)cc2N)CC1 | -1%
O=C1NC(=S)N(Cc2ccco2)C(=O)/C1=C\c1cccs1 | 2%
